TrxR1 substrate: rat thioredoxin reductase 1 substrate activity; purified TrxR1 substrate turnover, NADPH consumption readout; 0.01% of 390,000 active; Potency, µM (doses to about 114 µM), for the others: at the top dose activity change, negative = substrate turnover; O89049; further: potency means the concentration at half of the fitted maximal effect; on the % scale 0 is the no-effect control and ±100 the full control effect; nearly all actives have a fitted effect of over 50% in size
Target sequence (O89049 whole entry, looked up): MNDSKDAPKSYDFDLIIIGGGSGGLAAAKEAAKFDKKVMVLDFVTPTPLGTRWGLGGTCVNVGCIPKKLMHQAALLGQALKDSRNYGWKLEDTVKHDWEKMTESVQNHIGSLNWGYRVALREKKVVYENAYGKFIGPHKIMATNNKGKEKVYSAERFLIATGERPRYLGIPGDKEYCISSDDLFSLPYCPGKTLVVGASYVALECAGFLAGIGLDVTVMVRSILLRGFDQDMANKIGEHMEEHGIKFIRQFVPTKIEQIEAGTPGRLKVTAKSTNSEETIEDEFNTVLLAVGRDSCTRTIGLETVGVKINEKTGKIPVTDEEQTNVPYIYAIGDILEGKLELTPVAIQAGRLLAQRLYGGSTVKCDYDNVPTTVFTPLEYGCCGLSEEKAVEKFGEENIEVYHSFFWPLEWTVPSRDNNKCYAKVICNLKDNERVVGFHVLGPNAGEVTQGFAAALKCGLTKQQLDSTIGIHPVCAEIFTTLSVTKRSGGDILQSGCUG
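Rat TrxR1, dispensed at 90 nM, was prereduced with 400 uM NADPH (final) for 5 min at ~22 deg C, then incubated with compound 15 min before 400 uM selenite. A first-read NADPH fluorescence drop versus no-compound background flagged substrates.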
PI4K2A block: PI4K2A (human) kinase inhibition | purified PI4K2A, ADP-Glo luminescence, 1 h; active compounds read low | activity change, negative = inhibition, % at 76.9 µM | 0.13% of 420,000 active | AID 1346378; in the data active means activity change below about -50%; inconclusive means mostly about -30% to -49%;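 further: -100% = wells without enzyme as full effect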
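Compounds are screened against recombinant PI4K2A using PI as substrate and ATP, the latter dispensed at 300 microM. Reactions run one hour at ambient temperature before ADP-Glo detection; full inhibition defined by wells lacking enzyme.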
TRHR enhancer: allosterically enhances the human TRH receptor; TRHR cells, fluo-8 calcium fluorescence, EC20 TRH enhancement; enhancement, % at 2 µM; 0.66% of 360,000 active; AID 493056; in the data active means enhancement above about 30%; further: 0% is about no effect
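Enhancer read-out: after compound pinning and an initial kinetic agonist-mode read, an EC20 of TRH (10 nM final) was injected and fluo-8 calcium signal (Ex 480/Em 530) followed at 1 s/cycle for 100 cycles in TRHR-expressing cells.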
TrxR1 inh: rat TrxR1 inhibition | recombinant rTrxR1, NADPH fluorescence consumption, selenite substrate | Potency, µM (titrated, usually from 114 µM), inactives show top-dose activity change, negative = inhibition, actives largely listed as inhibitors | 1% of 390,000 active; further: potency means the concentration at half of the fitted maximal effect; on the % scale 0 is the no-effect control and ±100 the full control effect; nearly all actives have a fitted effect of over 65% in size
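Rat TrxR1 (90 nM in the dispensed reagent) was pre-reduced with 400 uM NADPH for 5 min at room temperature, then incubated with compound for 15 min. After 400 uM selenite was added, NADPH fluorescence (Ex 340/Em 450 nm) was followed for 8 min.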
D2 ag: D2 dopamine receptor (human) agonism; P14416; HEK293 T-REx D2 cells, calcium flux agonist mode; activation, % at 2 µM; 0.53% of 340,000 active; AID 485358;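 active means activation over 3 SD above normal in the single-dose calcium agonist read, cut at about 30% in these data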; further: 0% is about no effect
Target sequence (P14416 whole entry, looked up): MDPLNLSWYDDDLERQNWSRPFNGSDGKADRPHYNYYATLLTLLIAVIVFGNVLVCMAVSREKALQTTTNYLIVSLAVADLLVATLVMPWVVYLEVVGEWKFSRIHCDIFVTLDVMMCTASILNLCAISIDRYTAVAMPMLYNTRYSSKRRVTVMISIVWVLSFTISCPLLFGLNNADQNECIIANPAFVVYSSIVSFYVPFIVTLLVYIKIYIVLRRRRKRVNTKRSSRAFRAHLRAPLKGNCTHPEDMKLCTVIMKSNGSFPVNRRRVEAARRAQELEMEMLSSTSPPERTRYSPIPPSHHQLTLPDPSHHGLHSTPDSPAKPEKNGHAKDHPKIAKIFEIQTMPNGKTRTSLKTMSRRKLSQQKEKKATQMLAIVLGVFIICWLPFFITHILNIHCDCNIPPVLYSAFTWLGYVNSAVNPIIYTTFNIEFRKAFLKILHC
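Agonism scored from kinetic calcium signal (1 read/sec, 180 s) following compound pin transfer, after a 10 s baseline. Cells: HEK293 Trex line expressing inducible D2 receptor coupled to calcium, dye-loaded after overnight culture at 30 C.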
USP1 inh: inhibitors of human USP1/UAF1 deubiquitinase. Potency, µM (series often up to 57.1 µM), without a hit: at the top dose activity change, negative = inhibition, most hits filed as inhibitors. 0.23% of 390,000 active. recombinant USP1/UAF1, Ub-Rhodamine cleavage fluorescence. O94782; further: potency means the concentration at half of the fitted maximal effect; on the % scale 0 is the no-effect control and ±100 the full control effect; nearly all actives have a fitted effect of over 60% in size; inactives centre near -12
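In this screen, compounds sit with the deubiquitinase complex (1nM) for 15 min at room temperature before Ub-Rho is added at 150nM final. Fluorescence rise is then followed for 6 reads every 60 seconds.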
IDH1 R132H inh: inhibitors of human mutant IDH1 R132H; Potency, µM (titrated, usually from 76.6 µM), inactives show at the highest dose activity change, negative = inhibition, actives largely listed as inhibitors; 0.093% of 390,000 active; IDH1-R132H enzyme, NADPH consumption, diaphorase/resazurin fluorescence; O75874; further: potency means the concentration at half of the fitted maximal effect; on the % scale 0 is the no-effect control and ±100 the full control effect; nearly all actives have a fitted effect of over 65% in size
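IDH1-R132H (0.5 ug/mL) preincubated 30 min with compound, then NADPH (0.016 mM) and alpha-KG (2 mM) added; 80 min at RT, pH 7.5. Remaining NADPH coupled via diaphorase/resazurin to fluorescence (540/590 nm); concentration-response curves normalized to no-enzyme control.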
TRHR agonist: TRH receptor (human) agonism; AID 493084; activation, % at 2 µM; 0.18% of 360,000 active; TRHR cells, calcium flux fluo-8, FDSS agonist mode; P34981; in the data active means activation above about 30%; further: 0% is about no effect
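In this calcium-flux screen, cells bearing human TRHR are dye-loaded with fluo-8, baselined for 10 cycles, then exposed to library compounds; positive kinetic calcium responses during the agonist phase mark hits, with TRH as control.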
D2 antagonist: D2 dopamine receptor (human) antagonism. 2% of 340,000 active. P14416. HEK293 TREx D2 cells, calcium flux, dopamine EC80. inhibition, % at 10 µM. AID 485344; in the data active means inhibition above about 30%; further: 0% is about no effect
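Tetracycline-induced HEK293 TREx cells expressing D2 receptor forced-coupled to calcium signalling, loaded with no-wash calcium dye. Compounds added and calcium flux read 180 s, then dopamine added at EC80 and read a further 180 s.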
An asterisk follows results filed as active; ? = inconclusive; nt = not tested or not shown; [ ] = dose if it differs, or a comment. Unless noted, the call rests on the fitted dose curve; in most records, active means well fitted inhibition curve with a large enough effect; inconclusive means small, poorly fitted or top-dose-only effect; inactive means no such curve, though single readings can be large or run the other way.

1: Cn1c(NC(=O)c2ccccc2NC(=O)C(C)(C)C)nc2ccccc21
2: Cc1ccccc1Cn1cc(S(=O)(=O)c2ccc(C(C)C)cc2)c(=O)c2cc3c(cc21)OCO3
3: Cc1cccc(C)c1NC(=O)/C(C#N)=C/c1ccsc1
4: CCCCNc1nc2c(-c3cccc(C)c3)nnn2c2ccccc12
5: CC1(C)C(=O)Nc2ccccc2N1C(=O)Cn1ncc(Cl)c(Cl)c1=O
6: O=C(C1CC(=O)N(c2ccc(F)cc2)C1)N1CCC(c2nc3ccccc3[nH]2)CC1 (centres undefined)

Screen / compound no.,1,2,3,4,5,6
TrxR1 substrate,6%,5%,10%[11.4 µM],23%,-3%,12%
PI4K2A block,4,8,32,2,-9,-8
TRHR enhancer,-3,nt,-2,-2,2,-6
TrxR1 inh,25%,23%,19%[11.4 µM],33%,?,22%
D2 ag,2.7,nt,0.9,0.1,-1.4,-0.1
USP1 inh,-18%,-15%,?,-22%,0%,-6%
IDH1 R132H inh,14%,1%,3%,9%,0%,5%
TRHR agonist,-0.2,nt,0.4,1.3,-0.9,0.6
D2 antagonist,9,nt,-13,nt,-4,-13

7: CCN(CC)C(=O)Oc1ccc2c(c1)O/C(=C\c1ccco1)C2=O
8: COc1ccc(/C=C(\C#N)C(=O)Nc2cccc(C)n2)cc1
9: CC1CCCCC1NC(=O)Cn1c(CN2CCCCC2)nc2ccccc2c1=O (centres undefined)
10: CC(=O)N1CCN(Cc2nc3cc(NC(=O)NC4CCCCC4)ccc3n2C)CC1
11: CN(C)CC1CCCCC1OC(=O)/C=C/c1ccc(Cl)cc1Cl (centres undefined)
12: COC(=O)c1sccc1NC(=O)c1cc2c(s1)CCCC2

Screen / compound no.,7,8,9,10,11,12
TrxR1 substrate,4%,2%[57.1 µM],3%,6%[57.1 µM],6%[57.1 µM],7%
PI4K2A block,-2,5,-2,3,-4,-1
TRHR enhancer,-9,-2,2,0,19,10
TrxR1 inh,?,-5%[57.1 µM],-3%,6%,6%[57.1 µM],-12%
D2 ag,-0.5,0.4,-1.0,1.7,0.4,-0.4
USP1 inh,-26%,-25%,0%,5%,-18%,-9%
IDH1 R132H inh,5%,3%,3%,4%,2%,6%
TRHR agonist,0.6,0.2,-0.2,-0.3,0.6,-0.6
D2 antagonist,14,10,4,-2,20,-14

13: Cn1cc(-c2cc3n(n2)CCC(=O)N3CC(=O)O)c2ccccc21
14: COc1ccc(/C(=N/O)C(C)(C)NO)cc1
15: CN1CCN(c2ccc(S(=O)(=O)N3CCCCC3)cc2NC(=O)c2ccc(C#N)cc2)CC1
16: COc1cccc(N2CCN(c3nc(C)cc(C)c3C#N)CC2)c1
17: Brc1ccc(CSc2ccc(-c3ccco3)nn2)cc1
18: CC1CCCCC12NC(=O)N(CC(=O)NCCc1ccc(S(N)(=O)=O)cc1)C2=O (centres undefined)

Screen / compound no.,13,14,15,16,17,18
TrxR1 substrate,5%,-6%,3%[11.4 µM],-11%,2%[57.1 µM],-4%
PI4K2A block,-3,7,-3,0,-5,-4
TRHR enhancer,43*,0,1,4,15,2
TrxR1 inh,9%,-7%,-12%[11.4 µM],-13%,-55%,19%
D2 ag,-0.2,0.4,1.5,-3.0,-0.8,0.4
USP1 inh,3%,2%,-22%,-9%,?,-15%
IDH1 R132H inh,nt,15%,1%,1%,7%,0%
TRHR agonist,0.4,-0.5,0.6,0.2,-0.1,0.1
D2 antagonist,nt,-7,3,-16,2,-11

3 structures from above, arranged by molar mass, ascending.
14: COc1ccc(/C(=N/O)C(C)(C)NO)cc1
13: Cn1cc(-c2cc3n(n2)CCC(=O)N3CC(=O)O)c2ccccc21
18: CC1CCCCC12NC(=O)N(CC(=O)NCCc1ccc(S(N)(=O)=O)cc1)C2=O (centres undefined)

Screen / compound no.,14,13,18
TrxR1 substrate,-6%,5%,-4%
PI4K2A block,7,-3,-4
TRHR enhancer,0,43*,2
TrxR1 inh,-7%,9%,19%
D2 ag,0.4,-0.2,0.4
USP1 inh,2%,3%,-15%
IDH1 R132H inh,15%,nt,0%
TRHR agonist,-0.5,0.4,0.1
D2 antagonist,-7,nt,-11

(continued)
19: ONC(=Nc1ccccc1)c1ccccc1Cl
20: CCOC(=O)C1C(=O)CC(C)(O)C(C(=O)OCC)C1c1ccccc1 (centres undefined)
21: CCOc1ccc(S(=O)(=O)N2CCC(C(=O)NCC(=O)Nc3cccc(Cl)c3C)CC2)cc1
22: Cc1c(C(=O)N(Cc2cccc(F)c2)C2CCS(=O)(=O)C2)oc2cc(Br)ccc12 (centres undefined)
23: COc1ccccc1C1SCCN1S(C)(=O)=O (centres undefined)
24: COc1ccc(N(C(C)C(=O)N/N=C/c2cccnc2)S(C)(=O)=O)cc1 (centres undefined)

Screen / compound no.,19,20,21,22,23,24
TrxR1 substrate,-2%,4%[57.1 µM],-2%,-6%,0%,2%
PI4K2A block,1,-2,3,1,0,6
TRHR enhancer,5,3,3,-7,19,5
TrxR1 inh,1%,7%[57.1 µM],10%,17%,11%,14%
D2 ag,-0.7,-1.2,0.2,4.0,-1.7,0.7
USP1 inh,-14%,-9%,-17%,-19%,-12%,-16%
IDH1 R132H inh,5%,3%,6%,24%,2%,-1%
TRHR agonist,0.9,-0.1,-1.0,1.0,-0.3,0.8
D2 antagonist,-3,16,1,nt,8,6

Ordered by the number under USP1 inh (highest first): 3 of the compounds above
cpd	SMILES	TrxR1 substrate	PI4K2A block	TRHR enhancer	TrxR1 inh	USP1 inh	TRHR agonist	D2 antagonist
20	CCOC(=O)C1C(=O)CC(C)(O)C(C(=O)OCC)C1c1ccccc1 (centres undefined)	4%[57.1 µM]	-2	3	7%[57.1 µM]	-9%	-0.1	16
24	COc1ccc(N(C(C)C(=O)N/N=C/c2cccnc2)S(C)(=O)=O)cc1 (centres undefined)	2%	6	5	14%	-16%	0.8	6
21	CCOc1ccc(S(=O)(=O)N2CCC(C(=O)NCC(=O)Nc3cccc(Cl)c3C)CC2)cc1	-2%	3	3	10%	-17%	-1.0	1

Following part:
25: COc1cc(F)ccc1S(=O)(=O)N1CCN(C23CC4CC(CC(C4)C2)C3)CC1
26: COc1cccc(CNC(=O)c2ccc(CNS(=O)(=O)c3ccc(C)cc3)cc2)c1
27: O=C(Cn1cc(C(F)(F)F)cc(Cl)c1=O)Nc1cc(S(=O)(=O)N2CCOCC2)ccc1Cl
28: Cc1ccc2cc3cc(C(=O)NC4CCCCC4)oc3nc2c1
29: CCC1=C(c2cc(OC)c(OC)c(OC)c2)C2(CCCC2)C(=O)O1
30: CC(C)CC(=O)Nc1cccc(-c2nc3ncccc3o2)c1

Screen / compound no.,25,26,27,28,29,30
TrxR1 substrate,7%,-4%[57.1 µM],-10%,64%[activator],1%[57.1 µM],48%[activator]
PI4K2A block,2,7,-1,3,-1,5
TRHR enhancer,1,-1,-5,5,4,3
TrxR1 inh,20%,4%[57.1 µM],-13%,57%[activator],-4%[57.1 µM],22%
D2 ag,-0.2,-1.2,0.9,1.5,-1.1,3.8
USP1 inh,-19%,?,-16%,-18%,-14%,-24%
IDH1 R132H inh,5%,7%,7%,2%,7%,9%
TRHR agonist,-0.5,-1.2,0.5,-0.2,-0.5,8.1
D2 antagonist,-7,nt,-11,0,22,-10

31: CC(C)N(C(=O)Cn1cc(S(=O)(=O)Cc2ccc(C(F)(F)F)cc2)c2ccccc21)C(C)C
32: COc1ccc(Cl)cc1NC(=O)CN(C)C(=O)c1cc(=O)c2ccccc2o1
33: Cc1ccc(CN(Cc2ccco2)C(=O)c2ccccc2Br)o1
34: Cn1cnc([N+](=O)[O-])c1Oc1cccc(O)c1
35: O=C(CSc1nc2ncc(Br)cc2[nH]1)c1ccc([N+](=O)[O-])cc1
36: CCOCCCNC(=S)NCCCNc1nc2c(C)cc(C)cc2cc1C#N

Screen / compound no.,31,32,33,34,35,36
TrxR1 substrate,1%,9%,-1%,-11%,?,80%[activator]
PI4K2A block,0,1,0,0,-4,-8
TRHR enhancer,-1,-3,-10,-3,2,-9
TrxR1 inh,5%,26%,4%,25µM*,?,-3%
D2 ag,-0.9,nt,-0.9,0.7,-1.8,4.9
USP1 inh,-4%,-7%,-11%,-10%,-22%,-18%
IDH1 R132H inh,11%,6%,1%,-3%,5%,4%
TRHR agonist,0.8,0.3,-1.6,0.4,-0.2,0.1
D2 antagonist,nt,nt,nt,5,17,7

37: CC[C@@]1(C(=O)OC)N[C@H](CN(C)C(=O)COc2ccccc2)[C@@H]2C(=O)N(Cc3ccccc3)C(=O)[C@@H]21
38: O=C(NNC1=NCCCCC1)Nc1cccc(Cl)c1
39: O=C(CSc1nnc(-c2ccccc2)o1)NC1CCS(=O)(=O)C1 (centres undefined)
40: COCCC(=O)N1CCC(Oc2ccc(C(=O)NCCc3ccccn3)cc2)CC1
41: O=C(CN1CCCCC1)N/N=C/c1ccc(Cl)cc1
42: O=C(Nc1ccccc1Cl)C1CC(=O)N(c2ccccc2)C1 (centres undefined)
43: CN(Cc1cnn(C)c1)C(=O)C1CCC(=O)N(Cc2ccc(Cl)cc2)C1 (centres undefined)

Screen / compound no.,37,38,39,40,41,42,43
TrxR1 substrate,-6%,3%[57.1 µM],1%[57.1 µM],2%,-2%,6%[57.1 µM],7%
PI4K2A block,-2,-3,-1,-7,-4,-1,6
TRHR enhancer,nt,0,7,8,1,10,-15
TrxR1 inh,7%,7%[57.1 µM],-5%[57.1 µM],12%,8%,23%[57.1 µM],10%
D2 ag,nt,0.5,0.3,0.5,0.1,-0.1,0.5
USP1 inh,-4%,-26%,-4%,-3%,-6%,2%,-7%
IDH1 R132H inh,5%[38.3 µM],11%,-5%,-9%,-3%,12%,-6%
TRHR agonist,nt,0.2,-0.2,0.7,-0.2,0.0,0.1
D2 antagonist,nt,28,-2,0,0,19,7
